From PubChem BioAssay
bIAP activator = intestinal alkaline phosphatase (bovine) activation; purified bovine IAP, CDP-star luminescence, 30 min; active compounds read high; fold of DMSO-control signal, blank-subtracted; activation factor at 20 µM; actives 0.17% (n = 200,000); AID 1016;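 active = activation factor of 2 or more at 20 µM, a signal rise over negative controls twice the positive control's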
PPARg SRC3 recr = promotes SRC-3 coactivator recruitment by human PPARgamma | biochemical PPARgamma/SRC-3 coactivator recruitment assay | actives 0.26% (n = 200,000) | activation, % at 8 µM | AID 731; in the data active = activation above about 23%;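 also: 0% = DMSO and 100% = reference agonist; some compounds past the cut are filed as inactive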
Target sequence (P37231 whole entry, looked up): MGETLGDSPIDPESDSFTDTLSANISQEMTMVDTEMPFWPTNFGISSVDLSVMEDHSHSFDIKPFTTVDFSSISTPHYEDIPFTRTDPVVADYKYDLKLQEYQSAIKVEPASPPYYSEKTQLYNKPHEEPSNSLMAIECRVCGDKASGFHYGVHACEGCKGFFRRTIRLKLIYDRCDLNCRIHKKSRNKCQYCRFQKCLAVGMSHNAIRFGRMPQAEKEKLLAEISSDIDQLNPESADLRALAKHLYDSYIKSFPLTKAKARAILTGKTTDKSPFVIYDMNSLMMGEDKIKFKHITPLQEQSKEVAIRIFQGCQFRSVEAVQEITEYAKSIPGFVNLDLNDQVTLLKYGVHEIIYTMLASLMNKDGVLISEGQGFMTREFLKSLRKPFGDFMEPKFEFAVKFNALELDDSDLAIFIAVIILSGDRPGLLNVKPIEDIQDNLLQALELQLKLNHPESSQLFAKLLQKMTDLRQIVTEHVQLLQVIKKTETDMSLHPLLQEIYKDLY
Redox H2O2 prof = compounds producing H2O2 with reducing agent – biochemical, NIH compound library profiling, artefact control for MLSCN library redox annotation, primary screen | DTT-dependent redox cycling H2O2, phenol red/HRP absorbance; 100% = 100 µM peroxide control, 0% = buffer | activation, % at 10 µM | actives 0.03% (n = 200,000) | AID 878;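 active = activation of at least 50% relative to the plate's high and low controls in the primary single-dose screen; inactive = activation below 50%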;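 also: compound incubated with DTT at 0.8 mM final as the reducing agent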
SRC2 TRFRET art = TR-FRET artefact, counter-screen to PPARgamma/SRC-2 agonist assay; active compounds read high; TR-FRET ratio at 8 µM; actives 0.4% (n = 200,000); AID 1049; in the data active = TR-FRET ratio above about 2000; also: inactives centre near 1500
S1P3 antag = antagonists of human S1P3 receptor | Q99500 | CHO S1P3 NFAT-BLA reporter, FRET fluorescence, antagonist mode | inhibition, % at 4.98 µM | actives 0.27% (n = 170,000);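 active = inhibition above the plate cutoff, the mean inhibition of test wells on that plate plus 3 SD, cut at about 28% in these data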;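 also: cells challenged with S1P at its EC80 of 0.8 µM; blue over green emission ratio from cleaved BLA substrate after 4 h stimulation; 0% = S1P-stimulated wells and 100% = unstimulated DMSO-only wells; some compounds past the cut are filed as inactive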
PPARg SRC-2 ag = promotes SRC-2 coactivator recruitment by human PPARgamma; PPARgamma LBD-SRC-2 recruitment, biochemical; activation, % at 8 µM; actives 0.34% (n = 200,000); AID 1032; in the data active = activation above about 22%;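 also: 0% = vehicle and 100% = reference agonist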
TLR4-MyD88 BLA = blocks binding of human TLR4 to MyD88. inhibition, % at 8.4 µM. actives 0.18% (n = 200,000). HeLa CL3-4 TLR4/MyD88 BLA complementation, FRET ratio; in the data active = inhibition above about 25%;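 also: 0% = vehicle and 100% = reference inhibitor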
ROMK primary = modulators of human ROMK potassium channel; P48048; Tet-inducible ROMK, thallium flux fluorescence; actives lie on both sides; B-score at 10 µM; actives 2% (n = 130,000);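 active = signal ratio slope over the read window, or its plate-corrected B-score, at least 3 SD from the plate mean, either direction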;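 also: B-score of the F/F0 ratio slope over 7 to 12 s after thallium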
Target sequence (P48048 whole entry, looked up): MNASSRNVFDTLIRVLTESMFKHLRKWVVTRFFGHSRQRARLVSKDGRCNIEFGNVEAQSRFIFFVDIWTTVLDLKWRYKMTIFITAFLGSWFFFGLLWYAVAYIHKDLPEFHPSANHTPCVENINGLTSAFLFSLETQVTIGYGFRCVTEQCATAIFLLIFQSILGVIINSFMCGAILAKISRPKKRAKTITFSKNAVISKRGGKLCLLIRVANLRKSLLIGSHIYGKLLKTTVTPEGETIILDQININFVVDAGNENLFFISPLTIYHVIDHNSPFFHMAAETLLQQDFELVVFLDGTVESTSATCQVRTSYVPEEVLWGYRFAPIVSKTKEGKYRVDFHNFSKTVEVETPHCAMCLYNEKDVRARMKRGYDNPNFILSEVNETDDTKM
bIAP inh = blocks bovine intestinal alkaline phosphatase activity; purified bovine IAP, CDP-star luminescence, 30 min; inhibition, % at 20 µM; 190,000 tested, under 10 active; AID 1019;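 active = over 50% inhibition of intestinal alkaline phosphatase at 20 µM in the single-dose screen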
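test system = bovine IAP enzyme | medium = DEA buffer 100 mM, pH 9.8, with MgCl2 1.0 mM, ZnCl2 0.02 mM | detection = luminescence | dosing = single compound dose of 20 µM, 2% DMSO final | incubation = 30 min reaction at room temperature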
Lmaj promast = Leishmania major promastigote growth inhibition. Leishmania major promastigotes, resazurin fluorescence viability. inhibition, % at 10 µM. actives 9% (n = 200,000); in the data active = inhibition above about 50%;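 also: promastigotes grown with compound for 44 hours at 28 °C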
PPARg SRC-1 ag = promotes SRC-1 coactivator recruitment by human PPARgamma; P37231; PPARgamma-SRC-1 coactivator recruitment biochemical assay; activation, % at 8 µM; actives 0.41% (n = 200,000); AID 631; in the data active = activation above about 19%;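 also: 0% = DMSO and 100% = reference agonist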
Numbers without * were called inactive; · = no result given.

Screens in order – bIAP activator	PPARg SRC3 recr	Redox H2O2 prof	SRC2 TRFRET art	S1P3 antag	PPARg SRC-2 ag	TLR4-MyD88 BLA	ROMK primary	bIAP inh	Lmaj promast	PPARg SRC-1 ag
COc1cc(/C=C2/N=C(C3CCCCC3)OC2=O)cc(OC)c1OC
  0.7	0	0.2	1495	·	12	-2	0.31	34	-4	-2
CSc1cnn(-c2ccccc2)c(=O)c1SC
  1	152*	-0.4	3988*	-6	121*	4	·	4	-3	106*
N#C/C(=C/c1ccc(F)cc1)C(N)=S
  1	1	-2.2	1596	-1	10	2	-3.1*	0	2	2
COc1ccc(S(=O)(=O)NCc2cc(-c3ccccc3Cl)no2)cc1
  0.9	11	-0.6	1728	10	3	-2	-1.7	10	-4	13
O=C(NC(=S)NCc1ccccc1)c1ccccc1F
  0.9	-2	1.4	1347	·	6	14	·	8	-2	-8
Cc1ccc(OCC(=O)n2nc(C)cc2C)c(Br)c1
  1.1	13	-0.6	1490	-16	1	5	·	-6	-7	11
CCc1nnc(NC(=O)Cc2ccc(OC)c(OC)c2)s1
  1.2	-4	-0.3	1604	3	-4	6	-0.59	-16	6	-8
O=C(Nc1cccnc1)/C(N=Nc1c(Cl)cccc1Cl)=C(\O)c1ccccc1
  1.5	0	0.2	1543	-22	5	-12	0.25	-52	7	5
CC(C)NC(=O)C(=O)NCCCOC(C)C
  0.9	-3	0.8	1617	4	-1	8	1.1	7	-7	9
CCn1nc(C)c(/C=N/NC(=O)c2c[nH]c3ccccc23)c1C
  1.2	-3	-0.6	1661	25	6	-15	·	-16	10	0

Carrying on:
Screens in order – bIAP activator	PPARg SRC3 recr	Redox H2O2 prof	SRC2 TRFRET art	S1P3 antag	PPARg SRC-2 ag	TLR4-MyD88 BLA	ROMK primary	bIAP inh	Lmaj promast	PPARg SRC-1 ag
BrC(=C\c1ccccc1)/C=N/N1CCN(c2ccccn2)CC1
  1.1	6	-1.2	1566	·	-2	-2	·	-6	-6	7
COc1ccc(Cl)cc1C(=O)NNC(=O)c1cccc([N+](=O)[O-])c1
  1	5	-0.7	1598	-4	1	6	0.012	-4	2	8
CC(=O)N/N=C/C1=CCC2CC1C2(C)C (stereo not drawn)
  1.1	4	-4.1	1580	-27	3	-5	0.95	-7	7	4
COc1ccc(-c2cc(C(=O)OCC(=O)N(C)C3CCS(=O)(=O)C3)c3ccccc3n2)cc1OC (stereo not drawn)
  1	1	-0.1	1415	-2	1	-2	2.6	0	-2	-2
Cc1nc2sc(-c3ccccc3)cc2c(=O)[nH]1
  0.9	5	0.1	1610	·	19	-12	·	13	-1	2
CCOC(=O)NCc1ccc(S(=O)(=O)Nc2ccc(C)cc2)cc1
  0.9	17	0.1	1422	·	13	12	-1.8	12	-3	-4
CC(=O)c1ccc(NC(=O)C(C)OC(=O)C(C)Oc2cccc(C)c2)cc1 (stereo not drawn)
  0.9	9	-0.2	1505	1	6	-1	·	12	-7	4
COc1ccc(NC2=CC(=O)CC(c3ccccc3)C2)c(OC)c1 (stereo not drawn)
  1	8	1.4	1645	·	3	-4	-0.82	-4	4	0
CCCCCC(=O)Nc1ccc(-c2csc(C)n2)cc1
  1	3	0.1	1658	2	4	5	-0.76	5	-8	0
C#CCOC(=O)Nc1cccn(Cc2c(Cl)cccc2Cl)c1=O
  0.8	2	-3.7	1545	·	5	-1	0.22	15	1	-2

Additional structures:
Screens in order – bIAP activator	PPARg SRC3 recr	Redox H2O2 prof	SRC2 TRFRET art	S1P3 antag	PPARg SRC-2 ag	TLR4-MyD88 BLA	ROMK primary	bIAP inh	Lmaj promast	PPARg SRC-1 ag
Cn1c(=O)[nH]c(=O)c2c1nc(SCC(=O)Nc1ccccc1)n2Cc1ccccc1
  1	-15	-0.8	1287	-16	-10	0	·	4	9	-3
Cc1ccc(C)c(NC(=O)COc2cccc3c2CCN(Cc2ccccc2)C3=O)c1
  1.2	1	0.3	1629	-2	0	-4	·	-24	-7	0
Cc1cccc(COCC(Cc2ccccc2)N2CCN(C(=O)c3cccc(Cl)c3)CCC2=O)c1 (stereo not drawn)
  0.9	0	0.4	1445	0	5	-9	-2.9*	8	25	8
O=C(O)/C=C/C(=O)Nc1ccc(F)cc1F
  1	13	0.7	1431	·	15	-7	·	2	3	9
COc1ccc(CCNC(=O)c2ccc(CNc3nc(=S)[nH]c4ccccc34)cc2)cc1OC
  1	1	-0.1	1727	-14	5	0	1.8	3	7	11
Cc1c(C(=O)OCc2ccccc2)[nH]c2c1C(=O)CC(c1ccco1)C2 (stereo not drawn)
  0.9	0	0.0	1566	7	-9	5	·	10	0	7
O=C(NC1CCCCC1)C(c1cc2c(cc1[N+](=O)[O-])OCO2)N1CCCCC1 (stereo not drawn)
  0.9	-2	0.2	1570	12	-4	3	-1.5	13	49	1
CC1CCc2c(sc3nc(SCC(=O)NCc4ccco4)nc(N)c23)C1 (stereo not drawn)
  1	4	2.2	1582	92*	14	4	·	1	14	21*
CCc1nc2n[nH]c(N)c2c2c1CSC(C)(C)C2
  0.6	10	1.9	1588	·	8	-4	-0.55	37	5	4
Cn1nnc2cc(C(=O)Nc3ccc(Cl)cc3)ccc21
  1	2	-0.4	1387	11	3	-1	-0.34	3	-6	-2

Next section:
Screens in order – bIAP activator	PPARg SRC3 recr	Redox H2O2 prof	SRC2 TRFRET art	S1P3 antag	PPARg SRC-2 ag	TLR4-MyD88 BLA	ROMK primary	bIAP inh	Lmaj promast	PPARg SRC-1 ag
O=C(O)CCCC(=O)Nc1ccc(C(=O)N2CCCCC2)cc1
  0.9	0	5.3	1393	-16	3	-7	·	11	-9	4
Cc1c(NC(=O)c2ccc3c(c2)OCO3)cccc1-c1nc2ccccc2s1
  0.9	-4	-4.2	1506	·	3	-4	-0.12	10	-9	3
CN(Cc1cccnc1)Cc1cn(Cc2ccccc2)nc1-c1ccc2c(c1)OCO2
  1	5	-0.3	1458	-10	-4	13	-0.15	1	2	-9
Cn1cccc1/C=C(\C#N)c1ccccc1
  0.7	1	-0.6	1641	-9	5	-7	·	31	12	2
CCOc1ccc(N2C(=O)CC(N(Cc3ccco3)C(C)=O)C2=O)cc1 (stereo not drawn)
  1.1	1	-0.6	1180	1	-6	-2	-0.00093	-8	-3	-11
CCc1cc(=O)oc2cc3occ(C)c3cc12
  1	0	-0.3	1376	10	-1	-4	·	1	1	7
CC(C)Cc1nc2sc3c(NCc4ccco4)ncnc3c2c2c1COC(C)(C)C2
  0.9	2	-4.1	4130*	·	106*	6	·	6	6	4
O=C(CCS(=O)(=O)c1ccc(Br)cc1)NCc1cccs1
  0.9	-1	-2.4	1411	-5	0	16	·	6	-6	-7
O=C(COC(=O)c1cccc(S(=O)(=O)N2CCCC2)c1)NCc1ccccc1
  1	3	-0.3	1503	-7	-4	8	-0.11	1	1	-10
CCOc1ccccc1NC(=O)c1ccccc1N(C)S(C)(=O)=O
  1	2	0.0	1560	-14	9	6	1.6	4	-3	-6

Continuation.
Screens in order – bIAP activator	PPARg SRC3 recr	Redox H2O2 prof	SRC2 TRFRET art	S1P3 antag	PPARg SRC-2 ag	TLR4-MyD88 BLA	ROMK primary	bIAP inh	Lmaj promast	PPARg SRC-1 ag
CCC(C)c1ccc(OCCCCN2CCOCC2)cc1 (stereo not drawn)
  1	-8	0.5	1563	·	2	-8	0.24	1	97*	-1
COc1cc(NC(=O)c2ccccc2)c(OC)cc1NC(C)=O
  1	-5	3.3	1579	-21	2	-4	·	5	3	-3
OC(COc1ccc2c(c1)CCC2)Cn1cnc2ccccc21 (stereo not drawn)
  0.9	8	-1.7	1647	-4	6	10	-2.1	7	6	3
COc1ccc(C(=O)Cn2nnc(-c3ccccc3NC(=O)C3CC3)n2)cc1
  1	1	-0.2	1536	-6	-2	-4	·	2	-12	1
Cc1ccc2cc(CCNC(=O)c3cccs3)c(=O)[nH]c2c1
  0.8	6	0.3	1637	-2	3	-7	-0.79	21	-9	1
Cc1cccc(N(C(=O)CNC(=O)c2ccco2)C(C(=O)NCC2CCCO2)c2ccccc2)c1 (stereo not drawn)
  1	6	0.0	1808	1	8	-4	0.38	-1	-2	-4
COc1ccc(/C=N/NC(=O)COc2ccc(Cl)cc2Cl)cc1Cn1nc(C)cc1C
  1	4	0.3	1616	-21	11	-21	-1.4	-1	-2	1
Cc1ccc(C(=O)Oc2cccc(NC(=O)c3cccs3)c2)cc1S(=O)(=O)N1CCOCC1
  0.9	6	4.0	1605	·	12	1	0.22	6	22	2
Cc1ccc(Nc2nnc(SCc3ccccc3)s2)cc1
  1.1	-10	2.8	1415	·	-4	0	-0.41	-5	-4	-3
O=C(CCn1c(=O)oc2ccccc21)Nc1nccs1
  1	13	-0.8	1488	-7	7	-4	-0.32	2	2	13

Continued:
Screens in order – bIAP activator	PPARg SRC3 recr	Redox H2O2 prof	SRC2 TRFRET art	S1P3 antag	PPARg SRC-2 ag	TLR4-MyD88 BLA	ROMK primary	bIAP inh	Lmaj promast	PPARg SRC-1 ag
Cc1nc2cc(NC(=O)COc3ccc(C#N)cc3)ccc2n1-c1ccccc1
  1.1	-3	0.1	1374	-12	-6	4	0.54	-9	8	-3
c1ccc(-c2nc[nH]c2-c2ccccc2)cc1
  0.9	3	-1.0	1603	8	1	0	-1.4	14	7	3
O=C(O)Cc1ccc(NS(=O)(=O)c2c(Cl)cccc2Cl)cc1
  1	1	-1.7	1587	-7	9	6	-0.3	2	-5	6
C#CCn1c(=NC(=O)c2sc3ccccc3c2Cl)sc2cc(S(N)(=O)=O)ccc21
  1	16	-0.4	2057*	-10	33*	-4	0.9	-1	-6	13
Cc1ccc(-c2nn3c(C)nnc3s2)cc1NCc1c(F)cccc1Cl
  0.9	13	-1.1	1606	45	1	-2	·	12	6	3
COc1cc(/C=C/C(=O)c2ccc(F)cc2)cc(OC)c1OC
  1	-2	9.7	1502	-13	-5	-15	-0.33	-1	100*	-3
Cc1ccc(C(=O)Nc2ccccc2C(=O)NCc2ccco2)cc1S(=O)(=O)N1CCCCC1
  0.9	-3	2.9	1541	22	-4	-6	-0.6	6	62*	3

Complete entries, quoted from the list. Order of values: bIAP activator	PPARg SRC3 recr	Redox H2O2 prof	SRC2 TRFRET art	S1P3 antag	PPARg SRC-2 ag	TLR4-MyD88 BLA	ROMK primary	bIAP inh	Lmaj promast	PPARg SRC-1 ag
`c1ccc(-c2nc[nH]c2-c2ccccc2)cc1` in the list: 0.9	3	-1.0	1603	8	1	0	-1.4	14	7	3
`C#CCn1c(=NC(=O)c2sc3ccccc3c2Cl)sc2cc(S(N)(=O)=O)ccc21` in the list: 1	16	-0.4	2057*	-10	33*	-4	0.9	-1	-6	13
`Cc1ccc(C(=O)Nc2ccccc2C(=O)NCc2ccco2)cc1S(=O)(=O)N1CCCCC1` in the list: 0.9	-3	2.9	1541	22	-4	-6	-0.6	6	62*	3
`Cc1ccc(-c2nn3c(C)nnc3s2)cc1NCc1c(F)cccc1Cl` in the list: 0.9	13	-1.1	1606	45	1	-2	·	12	6	3
`Cc1nc2cc(NC(=O)COc3ccc(C#N)cc3)ccc2n1-c1ccccc1` in the list: 1.1	-3	0.1	1374	-12	-6	4	0.54	-9	8	-3
